S100A4 inh HTS: blocks human S100A4 binding to myosin IIA peptide | S100A4/TAMRA-MyoIIA peptide fluorescence polarization | inhibition, % at 10.7 µM | AID 652163 | 360,000 compounds, 0.14% hits;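 active = mean inhibition of at least 70% across replicates, with every replicate also reaching that level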
Target sequence (P26447 whole entry, looked up): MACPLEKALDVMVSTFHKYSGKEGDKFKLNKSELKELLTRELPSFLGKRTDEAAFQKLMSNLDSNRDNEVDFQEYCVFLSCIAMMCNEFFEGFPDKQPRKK
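Material: S100A4 monomer (human). Medium: Calcium-containing HEPES buffer, pH 7.2. Probe or stimulus: labelled myosin peptide probe, 5 nM. Compound dosing: one concentration per compound. Timing: polarization read 5 min after assay mix addition, stable 5–60 min. Benchmarks: DMSO as neutral control, TFP as positive control.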
esBAF inh: blocks esBAF chromatin remodeling in mouse ES cells; Bmi1-luciferase knock-in reporter, 24 h; 100% = twice the neutral-well signal; reporter increase, % at 12.5 µM; 350,000 compounds, 2% hits; in the data active = activation above about 40%;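 also: 0% = median of the plate's neutral control wells and 100% = double that signal; a rise in the Bmi1 reporter signal indicates esBAF inhibition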
Casp6 inh: caspase-6 (human) enzyme inhibition | P55212 | purified caspase-6, Z-VEID-R110 cleavage fluorescence | inhibition, % at 12.5 µM | 350,000 compounds, 0.53% hits;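 active = mean inhibition across replicates at least about 35%, with every replicate also reaching that limit, limit read from the data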;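 also: 0% = median of neutral control wells and 100% = no fluorescence left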
Target sequence (P55212 24-179 limits assumed): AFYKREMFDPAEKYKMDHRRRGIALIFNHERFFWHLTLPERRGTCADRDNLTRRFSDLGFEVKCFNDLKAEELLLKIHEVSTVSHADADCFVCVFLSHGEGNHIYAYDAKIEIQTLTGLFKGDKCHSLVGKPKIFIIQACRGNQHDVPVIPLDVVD
Target sequence (P55212 194-293 limits assumed): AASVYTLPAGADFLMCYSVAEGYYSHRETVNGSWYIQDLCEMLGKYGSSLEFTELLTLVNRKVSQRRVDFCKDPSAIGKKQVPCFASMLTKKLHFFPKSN
C2C12 statin: suppressors of simvastatin-induced myotoxicity in C2C12 myotubes | ATP luminescence, 48 h; scaled: DMSO 0, geranylgeraniol control 100 | rescue of ATP level, % at 7.49 µM | 330,000 compounds, 0.78% hits | AID 602340;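 active = mean ATP rescue above about 67%, or every replicate alone reaching that limit, limit read from the data, passing the limit was not always enough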;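 also: myotubes were challenged with 10 µM simvastatin during compound exposure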
FN deposition inh: fibronectin deposition inhibition | AH1F fibroblasts, Alexa488-fibronectin deposition fluorescence, overnight | inhibition, % at 12.6 µM | 350,000 compounds, 0.086% hits;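 active = mean inhibition across replicates of 30% or more, regardless of how many single replicates reach that level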;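 also: positive control wells lacked labelled fibronectin entirely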
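Assay system: AH1F fibroblasts / Quantity: 10000 cells per well / Medium: DMEM plus 2% serum, read in PBS / Reagent: labelled fibronectin 24 nM / Dosing: single dose, pinned / Times: 1 h cell attachment, overnight exposure to compound and label / Signal: fluorescence, ex 485 nm, em 525 nm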
LGR2 inh: inhibitors of bursicon-induced Drosophila LGR2 receptor cAMP signaling; inhibition, % at 9.99 µM; 380,000 compounds, 0.35% hits; HEK293 LGR2, CRE-luciferase, bursicon-stimulated, 4 h;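 active = drop in luminescence signal, shown as inhibition above about 50% in the replicate tests, limit read from the data, passing the limit was not always enough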;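 also: agonist challenge used bursicon conditioned medium at about half maximal strength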
SIRT5 inh: sirtuin-5 (human) deacylase inhibition; Q9NXA8; Purified SirT5, succinyl-peptide AMC, trypsin-coupled fluorescence; inhibition, % at 15 µM; 330,000 compounds, 1.1% hits; AID 652115; in the data active = inhibition above about 15%
Target sequence (Q9NXA8 whole entry, looked up): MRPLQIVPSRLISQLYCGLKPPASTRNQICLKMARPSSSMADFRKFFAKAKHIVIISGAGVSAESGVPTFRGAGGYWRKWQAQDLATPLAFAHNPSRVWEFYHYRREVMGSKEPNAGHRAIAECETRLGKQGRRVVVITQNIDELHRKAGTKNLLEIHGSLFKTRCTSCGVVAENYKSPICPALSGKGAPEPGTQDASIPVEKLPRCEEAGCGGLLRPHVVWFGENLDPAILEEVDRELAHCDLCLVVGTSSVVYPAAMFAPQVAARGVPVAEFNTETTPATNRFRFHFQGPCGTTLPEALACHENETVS
* marks the source's active call; other numbers are inactive results; . = no result given. A portion of the library, so the mix of outcomes need not match the whole.

SMILES	S100A4 inh HTS	esBAF inh	Casp6 inh	C2C12 statin	FN deposition inh	LGR2 inh	SIRT5 inh
Cc1ccc(OCC(=O)Nc2sc3c(c2C#N)CCC3)cc1	8	35	5	-8	.	-58	0
COc1ccc(NC(=O)C(C)N2C(=O)c3ccccc3S2(=O)=O)c(OC)c1 (stereo not given)	2	-1	1	-12	-3	-6	-2
C/C=C/c1ccc2c(c1)O[C@@H](CN(C)C(=O)c1ccc(F)cc1)[C@H](C)CN([C@@H](C)CO)S2(=O)=O	0	2	0	-6	-5	-18	-1
O=C(O)c1cc(-c2ccccc2)nc2nc(N3CCCCC3)sc12	2	.	3	.	-1	.	-42
Cc1nn(-c2cccc3cccnc23)c(=O)c2ccccc12	.	1	.	5	-6	.	.
OC[C@@H]1[C@@H](c2ccc(-c3ccccc3F)cc2)[C@@H]2CN(Cc3cccnc3)CCCCN12	4	.	-1	.	.	4	0
COc1ccccc1C(=O)NNC(=O)c1ccc(NC(=O)c2ccccc2)cc1	-4	5	2	19	-6	.	8
CN1C(=O)c2cc(NC(=O)Nc3ccccc3F)ccc2OC[C@H]2O[C@H](CC(=O)NCc3ccc(-c4ccccc4)cc3)CC[C@@H]21	5	-4	0	-5	2	8	11
COc1ccc(CCNCc2ccc(OCc3ccccc3)cc2)cc1	-3	-6	4	5	5	4	-1
CC(=O)N(C)C[C@H]1Oc2cc(-c3ccccc3C)ccc2S(=O)(=O)N([C@@H](C)CO)C[C@@H]1C	3	4	-1	0	.	14	5
CCCCC(=O)Nc1ccc(F)c(Cl)c1	.	6	.	-4	-7	.	.
O=S1(=O)c2ccccc2C(O)(c2ccccc2)c2ccccc21	-2	1	-4	3	9	8	.
CCCn1nnc(NC(=O)c2ccc(Br)cc2)n1	2	35	2	-6	.	-11	-4
C#CCOC(=O)CCCC(=O)NCCCCCCCC	-7	.	-5	.	3	-10	-7
Cc1cc(C(=O)CCC(=O)NCC2COc3ccccc3O2)c(C)s1 (stereo not given)	-9	-6	-1	10	-1	1	1
O=C(c1ccc2c(=O)n3c(nc2c1)CCC3)N1CCN(S(=O)(=O)c2cccc(F)c2)CC1	-2	-1	-6	-3	1	-4	2
C[C@H]1CN([C@@H](C)CO)C(=O)c2cccc(NC(=O)Nc3ccccc3)c2O[C@H]1CN(C)Cc1ccccc1	4	6	1	31	.	7	-2
COc1cccc(C(=O)NCCS(=O)(=O)NCc2cccnc2)c1	-2	.	-2	-2	2	1	-3
COc1cc(/C=N/N(C)C)ccc1OC(=O)c1ccco1	0	.	-2	.	.	19	0
O=C(C[C@H]1C[C@@H]2c3cc(NC(=O)Nc4ccccc4)ccc3O[C@@H]2[C@@H](CO)O1)NCc1cccnc1	.	-10	.	5	-3	-4	.
CC(C)NC(=O)c1cc(-c2ccco2)on1	-1	22	2	4	.	-19	-2
COc1ccc(N2CCN(S(=O)(=O)c3ccc4c(c3)OCCO4)CC2)cc1	-4	3	6	-2	.	20	1
Cc1ccc([C@@H]2[C@@H]3C(=O)N(c4ccccc4)C(=O)[C@@H]3[C@]3(C)C(=O)N(Cc4ccccc4)CC(=O)N23)o1	-9	5	-4	6	0	-11	-6
N#C[C@@H]1[C@@H](c2ccccc2)[C@@H](CO)N1C(=O)c1ccccc1F	5	-4	-2	2	-7	-16	-3
COc1ccc(-c2[nH]ncc2CN(C)CCCN2CCOCC2)cc1F	5	.	-43	.	-8	.	-1

Single records (already shown). Order of values: S100A4 inh HTS, esBAF inh, Casp6 inh, C2C12 statin, FN deposition inh, LGR2 inh, SIRT5 inh
`COc1ccccc1C(=O)NNC(=O)c1ccc(NC(=O)c2ccccc2)cc1` is listed as -4, 5, 2, 19, -6, ., 8
`COc1ccc(CCNCc2ccc(OCc3ccccc3)cc2)cc1` is listed as -3, -6, 4, 5, 5, 4, -1

Pulled by structure from the list above (two):
SMILES	S100A4 inh HTS	esBAF inh	Casp6 inh	C2C12 statin	FN deposition inh	LGR2 inh	SIRT5 inh
Cc1cc(C(=O)CCC(=O)NCC2COc3ccccc3O2)c(C)s1 (stereo not given)	-9	-6	-1	10	-1	1	1
COc1ccc(NC(=O)C(C)N2C(=O)c3ccccc3S2(=O)=O)c(OC)c1 (stereo not given)	2	-1	1	-12	-3	-6	-2

Remaining list, next part
SMILES	S100A4 inh HTS	esBAF inh	Casp6 inh	C2C12 statin	FN deposition inh	LGR2 inh	SIRT5 inh
COc1ccccc1NC(=O)CCN1C(=O)c2ccccc2C1=O	-2	-3	1	-3	-13	1	-7
C[C@H](CO)N1C[C@H](C)[C@@H](CN(C)S(C)(=O)=O)Oc2cc(C#CCN(C)C)ccc2S1(=O)=O	3	-2	1	10	.	10	-9
C[C@H](CO)N1C[C@H](C)[C@H](CN(C)Cc2ccc(O)cc2)OCc2cn(nn2)CCCC1=O	-17	-2	-1	8	-5	-4	-3
O=C(NCCNCc1cccs1)c1ccccc1F	1	1	0	1	-3	6	-7
O=C(COc1ccccc1)N=C1SC2CS(=O)(=O)CC2N1c1ccccc1F (stereo not given)	4	0	-1	-12	7	7	-1
CS(=O)(=O)Cc1ccc(C(=O)Nc2cccc(-c3nc4ccccc4[nH]3)c2)cc1	-13	-7	2	-19	14	-25	-2
Cc1ccc(C(C)NC(=O)c2ccco2)cc1C (stereo not given)	-3	-7	3	36	.	-7	0
NC(=O)c1ccc(-c2nnn(CC(=O)N(C3CCCCC3)C3CCS(=O)(=O)C3)n2)cc1 (stereo not given)	-3	0	-2	0	-5	-11	0
CC(=O)N/C(=C\c1ccccc1)C(=O)OCC(=O)Nc1cc(S(=O)(=O)N(C)C)ccc1C	-8	-7	0	-22	-1	11	-2
CCCCCn1c(=O)[nH]c2cc(C(=O)NCc3ccco3)ccc2c1=O	.	12	.	8	10	.	.
O=C(Cc1ccccn1)N1CC(=O)N2[C@H](CO)[C@H](c3ccc(C#CC4CCCC4)cc3)[C@H]2C1	-9	.	1	.	-13	9	0
COC(CNC(=O)c1cc(S(=O)(=O)N2CCc3ccccc32)ccc1F)OC	-7	2	1	4	-5	-8	2
CN(C(=O)Nc1ccc(Cl)cc1Cl)C1CCCC1	2	.	-5	.	3	-3	0
CCC(=O)N1[C@H](C(=O)N2CCCCC2)[C@@H](CO)[C@@H]2Cn3c(ccc(-c4cccc(F)c4)c3=O)[C@@H]21	8	.	2	.	.	14	-25
O=C(NNC(=O)C1CCCC1)c1ccccc1F	-5	-1	-1	11	2	-5	-2
O=C(C[C@H]1C=C[C@H](NC(=O)Cc2ccccn2)[C@H](CO)O1)NCCCN1CCOCC1	-2	-7	-1	-7	0	-8	1
CC(C)NC(=O)Nc1cccc2c1O[C@@H](CN(C)S(C)(=O)=O)[C@@H](C)CN([C@H](C)CO)C2=O	-2	3	0	-3	-3	-6	-2
CN1c2ccc(-c3ccccc3)cc2[C@@H]2[C@@H](CCN2C(=O)c2ccccc2F)[C@@H]1CO	-4	2	1	0	9	22	4
CCc1ccccc1NC(=O)CNC(=O)CNC(=O)c1cccs1	-6	-7	0	-21	0	-7	53*
O=C(COC(=O)CN1C(=O)C2CCCCC2C1=O)NC1CCS(=O)(=O)C1 (stereo not given)	2	.	3	.	0	6	0
CC1(C(=O)NCc2ccc(Cl)cc2)CCN1C(=O)c1cccc(F)c1 (stereo not given)	0	-6	2	-11	-1	-14	11
CC1Cc2ccccc2N1C(=O)CSc1nnc(CNc2ccccc2)o1 (stereo not given)	3	.	2	.	.	-13	-2
C[C@@H]1CN([C@@H](C)CO)S(=O)(=O)c2ccc(-c3ccc(F)cc3)cc2O[C@H]1CN(C)C(=O)C1CC1	.	37	.	-20	-4	0	.
Oc1c(C=C2N=c3ccccc3=N2)sc(=S)n1C1CCCC1	.	10	.	-1	-9	24	.
Cc1cc(C(=O)COC(=O)c2ccc[nH]c2=O)c(C)n1-c1ccccc1F	-1	.	-4	.	0	-20	-4

(more compounds)
SMILES	S100A4 inh HTS	esBAF inh	Casp6 inh	C2C12 statin	FN deposition inh	LGR2 inh	SIRT5 inh
COCC(C)N1CCC(n2nccc2NC(=O)CCOc2ccccc2)CC1 (stereo not given)	-16	-3	-7	-5	-3	-11	9
O=C(Nc1nc2c(F)cc(F)cc2s1)c1ccco1	-2	1	-2	10	3	2	0
N/C(=N\OC(=O)c1ccco1)c1ccccn1	-5	7	1	-5	-10	12	-2
CCN(CC(=O)NCc1cccs1)C(=O)Cc1ccc(Cl)c(Cl)c1	-2	-10	0	-5	1	6	-1
CCCCNC(=O)Nc1ccccc1Br	19	.	-3	.	8	-8	.
CCC1CN(C(=O)NCc2ccccc2)c2cc(C)ccc2O1 (stereo not given)	-18	-1	0	24	-4	13	-3
O=[N+]([O-])c1ccc(O)c(C=Nc2cccc3ncccc23)c1	-36	-2	0	11	-2	.	-3
CC(C)CC#Cc1cnc2c(c1)C(=O)N([C@@H](C)CO)C[C@H](C)[C@@H](CN(C)Cc1ccc3c(c1)OCO3)O2	3	-4	1	16	.	11	13
CCc1nnc(NC(=O)c2cc([N+](=O)[O-])ccc2N2CCOCC2)s1	0	1	-1	2	-9	1	-10
COc1ccc(S(=O)(=O)Nc2ccc3c(c2)CC(=O)N([C@H](C)CO)C[C@H](C)[C@H](CN(C)CC2CCCCC2)O3)cc1	-10	-2	1	-19	.	-16	5
CCOc1ccc(-n2c(=O)c3sccc3n(CC(=O)Nc3cccc(OC)c3)c2=O)cc1	2	0	0	10	-4	3	3
COC(=O)C1CCCCN1C(=O)c1cc(COc2cccc3cccnc23)on1 (stereo not given)	9	.	4	.	5	-5	-2
CCn1ccnc1CN(C)C(=O)c1ccc2nc(Cc3ccc(OC)cc3)oc2c1	-4	-2	0	-7	1	14	-9
C[C@@H]1CN([C@@H](C)CO)S(=O)(=O)c2ccc(C#CC3CCCC3)cc2O[C@@H]1CN(C)C(=O)Cc1ccncc1	-11	10	-1	-33	-17	-11	3
C[C@@H]1CN([C@H](C)CO)C(=O)c2cccc(N(C)C)c2O[C@@H]1CN(C)Cc1ccc(Cl)c(Cl)c1	1	-5	1	58	0	6	.
Cc1cc(OCC(=O)NCC(C)C)cc(C)c1Br	.	13	.	7	3	.	.
CN(c1ccccc1)S(=O)(=O)c1cccc2ccccc12	-3	-6	1	3	4	-11	-2
Cc1ccc(C)c(N2CCN(C(=O)CCn3c(=S)[nH]c4cc5c(cc4c3=O)OCO5)CC2)c1	.	3	.	7	14	.	.
O=C(Nc1ccc(NC(=O)c2ccc3c(c2)OCCO3)cc1)c1ccccc1	-1	-39	.	-10	2	1	0
CCOc1ccc(S(=O)(=O)N2CCN(c3ccccc3F)CC2)c2cccnc12	.	12	.	3	0	10	.
Cc1ccc(-c2ccc3c(c2)O[C@H](CN(C)Cc2cccnc2)[C@@H](C)CN([C@@H](C)CO)S3(=O)=O)cc1	4	-2	0	-19	-15	-7	7
NC(=O)C1CCCN(C(=O)c2cccc(NC(=O)c3cccs3)c2)C1 (stereo not given)	-5	.	0	.	4	9	-2
CCNC(=O)Nc1ccc2c(c1)C(=O)N(C)[C@@H]1CC[C@H](CC(=O)NCCN3CCCC3)O[C@H]1CO2	.	12	.	4	-8	-3	.
CN(Cc1ccccc1)C(NC(=O)c1ccco1)C(Cl)(Cl)Cl (stereo not given)	-3	.	-2	.	.	12	.
O=C(O)/C=C/C(=O)Nc1ccc(-c2ccccc2)cc1	-6	.	1	.	-8	-6	-2
O=C(COc1cccc(F)c1)Oc1ccc(C(=O)c2ccccc2)cc1	-1	.	3	.	3	-17	-1
C[C@@H]1CN([C@@H](C)CO)C(=O)Cc2cc(NS(=O)(=O)c3cccs3)ccc2O[C@H]1CN(C)C(=O)Nc1ccccc1	0	3	2	16	.	20	-11

For reference, some entries already given:
SMILES	S100A4 inh HTS	esBAF inh	Casp6 inh	C2C12 statin	FN deposition inh	LGR2 inh	SIRT5 inh
COCC(C)N1CCC(n2nccc2NC(=O)CCOc2ccccc2)CC1 (stereo not given)	-16	-3	-7	-5	-3	-11	9
O=C(Nc1nc2c(F)cc(F)cc2s1)c1ccco1	-2	1	-2	10	3	2	0

Compound activity: PubChem, Broad Institute
